Cardio protect: cardioprotection against H2O2-induced cell death, primary screen, uHTS, H9c2 cells, ATPLite luminescence | protection from H2O2 cell death, % at 20 µM | AID 588492, 2011 | hit rate 0.63% among 360,000 | H9c2 cardiomyocytes, H2O2 injury protection, 2 h;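 active = compounds giving at least 50% protection of heart cells from peroxide-induced death in the single-dose screen, raw or plate-pattern-corrected value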;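 note: 0% = DMSO wells with peroxide and 100% = DMSO wells without peroxide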
N-glyco inh: increase of ERlucT glycosylation luciferase signal, primary screen, N-linked glycosylation inhibitor project, D54 ERlucT cells, luminescence, set 2 | D54 ERlucT glycosylation luciferase reporter, 24 h; percent of 100 nM tunicamycin response | reporter increase, % at 12.5 µM | hit rate 0.23% among 360,000;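 active = mean luciferase reporter signal, scaled so untreated is 0 and the glycosylation-blocking control 100, at or above a set limit in every replicate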;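 note: luciferase carries N-glycosylation sites so blocking glycosylation raises the light; 0% = median of neutral control wells and 100% = median of 100 nM tunicamycin wells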
MC4R barr agon: MC4R agonists recruiting beta-arrestin, primary screen, cell-based, luminescence, agonist arm of biased-ligand search; Melanocortin receptor 4 (Homo sapiens), P32245; U2OS MC4R beta-arrestin complementation; percent of melanotan II response, DMSO zero; activation, % at 8.9 µM; hit rate 0.98% among 360,000;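 active = activation above a per-plate cutoff, the mean activation of sample wells on that plate plus 3 SD, cut at about 8% in these data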
Target sequence (P32245 whole entry, looked up): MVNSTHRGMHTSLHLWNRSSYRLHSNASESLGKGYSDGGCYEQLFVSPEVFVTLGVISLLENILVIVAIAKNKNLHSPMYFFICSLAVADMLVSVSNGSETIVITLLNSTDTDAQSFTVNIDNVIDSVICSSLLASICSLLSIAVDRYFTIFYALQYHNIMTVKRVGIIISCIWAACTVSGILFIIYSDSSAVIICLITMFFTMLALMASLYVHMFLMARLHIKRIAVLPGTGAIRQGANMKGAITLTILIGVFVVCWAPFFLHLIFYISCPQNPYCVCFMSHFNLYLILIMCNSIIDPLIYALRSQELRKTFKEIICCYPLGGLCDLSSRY
m5-HT2A agonist: mouse Htr2a agonists via beta-arrestin recruitment, primary screen, cell-based, luminescence | CHO-K1 mHTR2A beta-arrestin complementation; percent of 30 µM serotonin response | 5-hydroxytryptamine receptor 2A (Mus musculus), P35363 | hit rate 0.66% among 360,000 | activation, % at 7.6 µM;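 active = activation above a run cutoff, the mean activation of all tested compounds plus 3 SD, cut at about 14% in these data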;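 note: 0% = plate median of compound wells and 100% = 30 µM serotonin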
Target sequence (P35363 whole entry, looked up): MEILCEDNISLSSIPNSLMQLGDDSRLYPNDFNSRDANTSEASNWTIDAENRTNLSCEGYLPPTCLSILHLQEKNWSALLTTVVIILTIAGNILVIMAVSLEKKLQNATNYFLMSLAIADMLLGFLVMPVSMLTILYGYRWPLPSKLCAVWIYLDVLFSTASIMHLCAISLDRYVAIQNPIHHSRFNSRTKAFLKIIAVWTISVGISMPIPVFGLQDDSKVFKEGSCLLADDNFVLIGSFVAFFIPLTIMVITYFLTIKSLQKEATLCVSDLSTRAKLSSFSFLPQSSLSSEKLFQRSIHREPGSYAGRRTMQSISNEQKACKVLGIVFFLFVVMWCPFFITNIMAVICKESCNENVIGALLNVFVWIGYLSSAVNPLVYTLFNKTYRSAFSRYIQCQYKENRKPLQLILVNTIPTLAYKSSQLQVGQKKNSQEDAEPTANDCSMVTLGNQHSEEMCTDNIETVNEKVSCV
Exocytosis inh: LAMP-1 surface exposure blockers, TALL-104 cells – cell-based, flow cytometry, MLPCN library, primary screen; inhibition, % at 10 µM; hit rate 0.66% among 360,000; AID 651702, 2012; TALL-104 LAMP-1 surface exposure; cells stimulated with thapsigargin and PMA;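 active = inhibition above about 55%, limit read from the data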
MC4R antag cAMP: MC4R antagonists of cAMP signaling, primary screen, cell-based, TR-FRET, antagonist arm of biased-ligand search | Melanocortin receptor 4 (Homo sapiens), P32245 | MC4R-expressing cells, MTII-stimulated cAMP, LANCE TR-FRET | inhibition, % at 6.5 µM | hit rate 0.48% among 360,000 | AID 540295, 2011;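 active = inhibition above its plate's cutoff, the mean of tested wells on that plate plus 3 SD, cut at about 29% in these data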;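 note: 0% = Melanotan II alone and 100% = Melanotan II plus saturating MCL0020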
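material = U2OS cells stably expressing human melanocortin 4 receptor (MC4R) | also added = Melanotan II challenge | dosing = single nominal compound dose of 6.5 µM | detection = TR-FRET with Eu-cAMP and labeled anti-cAMP, 671 nm | replication = singlicate | timing = compound 30 min, challenge 1 h, detection 1 h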
aDG glyco act: activators of alpha-DG glycosylation, primary screen, uHTS, Pro5-aDG cells, AlphaScreen; activation, % at 10 µM; alpha-DG glycosylation AlphaScreen (IIH6); 0% Pro5, 100% B10-LARGE cell signal; hit rate 0.22% among 360,000;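 active = activation of at least 8% versus controls, or a plate z-score of at least 8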;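 note: Pro5 are CHO cells carrying HIG-tagged alpha-DG that lacks glycosylation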
ABHD5-PLIN5 inh: ABHD5-PLIN5 interaction inhibitors, primary screen, cell lysate, split luciferase complementation, luminescence; AID 602281, 2012; hit rate 0.78% among 360,000; Perilipin-5 (Homo sapiens) + 1-acylglycerol-3-phosphate O-acyltransferase ABHD5 (Homo …; inhibition, % at 4 µM; Split G. princeps luciferase complementation, 4 h;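 active = inhibition above the mean inhibition across every tested compound plus 3 SD, cut at about 22% in these data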;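 note: 0% = DMSO only wells and the 100% control is not disclosed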
ABCB6 inh MLPCN: ABCB6 transporter inhibitors, primary screen, K562-ABCB6 cells, flow cytometry, MLPCN library. AID 602162, 2011. ATP-binding cassette sub-family B member 6 (Homo sapiens), Q9NP58. K562-ABCB6 porphyrin accumulation, 1 h; stronger effect = lower value. hit rate 0.19% among 360,000. fluorescence ratio to DMSO, % at 10 µM;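 active = fluorescence ratio to DMSO below 75%, the collection mean minus 3 SD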;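 note: signal is porphyrin accumulated inside mitochondria; 100% equals median channel fluorescence of DMSO control wells; lower ratio means ABCB6 inhibition with less porphyrin fluorescence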
hiPSC survival: enhancers of single-cell hiPSC survival, primary screen, ATPlite luminescence; 100% = ROCK inhibitor wells, 0% = DMSO; survival enhancement, % at 20 µM; hit rate 0.044% among 360,000; AID 602274, 2012; in the data active = survival enhancement above about 18%;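 note: cells exposed to compounds for 16 hours before the ATP read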
* marks the source's active call; other numbers are inactive results. Not a hit list; about 4.5% have a hit in one of these screens.

What do the screens show for `Cc1ccc(NC(=O)C2CCCN(S(=O)(=O)c3ccc4[nH]c(=O)ccc4c3)C2)nc1` (stereo not drawn)?
Cardio protect: -1; N-glyco inh: 1; MC4R barr agon: -1.4; m5-HT2A agonist: 5; Exocytosis inh: 1; MC4R antag cAMP: 13; aDG glyco act: -0.1; ABHD5-PLIN5 inh: -6; ABCB6 inh MLPCN: 101; hiPSC survival: 0.4

What do the screens show for `CC1CCN(C(=O)CCc2nc3cc(S(=O)(=O)N(C)C)ccc3n2C)CC1`?
Cardio protect: 1; N-glyco inh: 2; MC4R barr agon: -1.9; m5-HT2A agonist: -4; Exocytosis inh: 4; MC4R antag cAMP: 2; aDG glyco act: -0.2; ABHD5-PLIN5 inh: 2; ABCB6 inh MLPCN: 88; hiPSC survival: 2.4

What do the screens show for `Cc1nn(C(C)(C)C)c(OC(=O)c2ccc3c(c2)OCO3)c1S(=O)(=O)c1ccccc1`?
Cardio protect: 20; N-glyco inh: 3; MC4R barr agon: 0.0; m5-HT2A agonist: 1; Exocytosis inh: 3; MC4R antag cAMP: 0; aDG glyco act: -0.4; ABHD5-PLIN5 inh: 6; ABCB6 inh MLPCN: 100; hiPSC survival: 10

Results for O=C(Cn1cc(SCc2ccc(Cl)cc2)c2ccccc21)N1CCOCC1 ?
Cardio protect: -4; N-glyco inh: -1; MC4R barr agon: -1.6; m5-HT2A agonist: -4; Exocytosis inh: 0; MC4R antag cAMP: 6; aDG glyco act: 0.4; ABHD5-PLIN5 inh: -13; ABCB6 inh MLPCN: 89; hiPSC survival: 1.0

Results for Cc1ccc(NC(=O)CS(=O)CC(=O)N(CC(=O)NC2CCCC2)c2cc(C)ccc2C)cc1 (stereo not drawn) ?
Cardio protect: -2; N-glyco inh: 2; MC4R barr agon: 1.6; m5-HT2A agonist: 7; Exocytosis inh: -2; MC4R antag cAMP: 5; aDG glyco act: 0.1; ABHD5-PLIN5 inh: 3; ABCB6 inh MLPCN: 102; hiPSC survival: -3.2

What do the screens show for `CC#CCN1c2ccccc2[C@]23C[C@@H](C(=O)OC)N(C(=O)NCCBr)C2=NC(C(=O)OC)=C(C(=O)OC)[C@H]13`?
Cardio protect: -2; N-glyco inh: -6; MC4R barr agon: -0.7; m5-HT2A agonist: -1; Exocytosis inh: 1; MC4R antag cAMP: 6; aDG glyco act: -0.3; ABHD5-PLIN5 inh: -4; ABCB6 inh MLPCN: 102; hiPSC survival: -1.7

How did CCOc1ccc(S(=O)(=O)NCCC(=O)NCC(c2cccs2)N2CCOCC2)cc1 (stereo not drawn) do in these assays?
Cardio protect: 5; N-glyco inh: 1; MC4R barr agon: -1.3; m5-HT2A agonist: -1; Exocytosis inh: 4; MC4R antag cAMP: 0; aDG glyco act: -0.2; ABHD5-PLIN5 inh: -2; ABCB6 inh MLPCN: 105; hiPSC survival: 0.3

Results for CCCn1c(CCNc2nc(-c3cccc(Br)c3)cs2)nc2ccccc21 ?
Cardio protect: -23; N-glyco inh: 0; MC4R barr agon: 8.4*; m5-HT2A agonist: 0; Exocytosis inh: -2; MC4R antag cAMP: 9; aDG glyco act: 0.0; ABHD5-PLIN5 inh: 0; ABCB6 inh MLPCN: 90; hiPSC survival: -0.5

How did C=CCn1c(Cc2ccccc2)nnc1SCc1nc2ccccc2c(=O)[nH]1 do in these assays?
Cardio protect: 7; N-glyco inh: -2; MC4R barr agon: 2.0; m5-HT2A agonist: 7; Exocytosis inh: -1; MC4R antag cAMP: 17; aDG glyco act: -0.1; ABHD5-PLIN5 inh: 1; ABCB6 inh MLPCN: 99; hiPSC survival: 0.2

How did O=c1[nH]c(Cc2cccs2)nc2ccccc12 do in these assays?
Cardio protect: 20; N-glyco inh: 6; MC4R barr agon: 1.9; m5-HT2A agonist: -2; Exocytosis inh: -1; MC4R antag cAMP: 4; aDG glyco act: 0.1; ABHD5-PLIN5 inh: -1; ABCB6 inh MLPCN: 106; hiPSC survival: 1.1

How did CN1CCSc2ccc(C(=O)Nc3cccc(F)c3)cc21 do in these assays?
Cardio protect: -15; N-glyco inh: -11; MC4R barr agon: -0.5; m5-HT2A agonist: -5; Exocytosis inh: 0; MC4R antag cAMP: 11; aDG glyco act: 0.1; ABHD5-PLIN5 inh: -2; ABCB6 inh MLPCN: 97; hiPSC survival: -0.6

What do the screens show for `Cc1ccc(NS(=O)(=O)c2ccc(C(=O)N3CCN(c4ncccn4)CC3)cc2)cc1`?
Cardio protect: -17; N-glyco inh: -3; MC4R barr agon: -0.7; m5-HT2A agonist: -4; Exocytosis inh: -4; MC4R antag cAMP: 21; aDG glyco act: 2.4; ABHD5-PLIN5 inh: 1; ABCB6 inh MLPCN: 99; hiPSC survival: 1.1

How did CC(C)(C)c1ccc(OC(=O)c2cccnc2)cc1 do in these assays?
Cardio protect: -14; N-glyco inh: -1; MC4R barr agon: -0.2; m5-HT2A agonist: -6; Exocytosis inh: -2; MC4R antag cAMP: -2; aDG glyco act: 0.0; ABHD5-PLIN5 inh: -5; ABCB6 inh MLPCN: 82; hiPSC survival: -3.5

What do the screens show for `O=C(c1ccc(=O)oc1)N1CCCc2ccccc21`?
Cardio protect: 1; N-glyco inh: -2; MC4R barr agon: -2.5; m5-HT2A agonist: 0; Exocytosis inh: 1; MC4R antag cAMP: -2; aDG glyco act: 0.5; ABHD5-PLIN5 inh: -2; ABCB6 inh MLPCN: 98; hiPSC survival: -0.7

Results for O=[N+]([O-])c1ccc(N2CCN(c3ccccc3)CC2)nc1 ?
Cardio protect: -4; N-glyco inh: -1; MC4R barr agon: 0.4; m5-HT2A agonist: 7; Exocytosis inh: 3; MC4R antag cAMP: 2; aDG glyco act: 0.2; ABHD5-PLIN5 inh: -7; ABCB6 inh MLPCN: 90; hiPSC survival: 1.8

Results for COc1cccc(C(C(=O)NC2CCCC2)N2CCN(c3ncccc3C#N)CC2)c1OC (stereo not drawn) ?
m5-HT2A agonist: -5; Exocytosis inh: 0; aDG glyco act: 0.5; ABHD5-PLIN5 inh: -2

Results for CCOC(=O)c1[nH]c2ccc(OC)cc2c1NC(=O)CCN1CCc2ccccc2C1 ?
Cardio protect: 50; N-glyco inh: 0; MC4R barr agon: -0.8; m5-HT2A agonist: 6; Exocytosis inh: -1; MC4R antag cAMP: -8; aDG glyco act: 0.2; ABHD5-PLIN5 inh: 2; ABCB6 inh MLPCN: 98; hiPSC survival: -2.6

Results for Cc1ccc(NC(=O)Cc2nc(CN(C)CC(=O)Nc3ccc(C)cc3)cs2)cc1 ?
Cardio protect: -5; N-glyco inh: 1; MC4R barr agon: -1.1; m5-HT2A agonist: 2; Exocytosis inh: 0; MC4R antag cAMP: 4; aDG glyco act: 0.2; ABHD5-PLIN5 inh: 0; ABCB6 inh MLPCN: 98; hiPSC survival: 0.2

How did O=C(CCNC(=O)c1ccccc1)NN=Cc1ccc(Br)o1 do in these assays?
Cardio protect: 0; N-glyco inh: 2; MC4R barr agon: -0.7; m5-HT2A agonist: 7; Exocytosis inh: -4; MC4R antag cAMP: 2; aDG glyco act: -0.2; ABHD5-PLIN5 inh: 3; ABCB6 inh MLPCN: 91; hiPSC survival: -0.4

Results for O=S(=O)(Nc1nc2ccccc2nc1NCC1CCCO1)c1ccc(F)cc1 (stereo not drawn) ?
Cardio protect: 0; N-glyco inh: 0; MC4R barr agon: -2.7; m5-HT2A agonist: 4; Exocytosis inh: 4; MC4R antag cAMP: 24; aDG glyco act: 0.1; ABHD5-PLIN5 inh: -2; ABCB6 inh MLPCN: 94; hiPSC survival: 0.6

Results for COc1ccccc1CC(=O)NCC1CCCO1 (stereo not drawn) ?
Cardio protect: -1; N-glyco inh: 0; MC4R barr agon: -1.3; m5-HT2A agonist: -1; Exocytosis inh: -1; MC4R antag cAMP: -5; aDG glyco act: -0.2; ABHD5-PLIN5 inh: -7; ABCB6 inh MLPCN: 105; hiPSC survival: -1.0

What do the screens show for `Cc1cc(C)nc(N2CCCC(C(=O)Nc3ccc(F)cc3)C2)n1` (stereo not drawn)?
Cardio protect: -6; N-glyco inh: 0; MC4R barr agon: 0.9; m5-HT2A agonist: 0; Exocytosis inh: -12; MC4R antag cAMP: 10; aDG glyco act: 0.0; ABHD5-PLIN5 inh: -11; ABCB6 inh MLPCN: 102; hiPSC survival: 0.2

How did C[C@@H](NC(=O)c1nc[nH]c1C(=O)N[C@@H](Cc1ccccc1)C(=O)OCc1ccccc1)c1ccccc1 do in these assays?
Cardio protect: -21; N-glyco inh: 2; MC4R barr agon: 8.1; m5-HT2A agonist: 0; Exocytosis inh: 7; MC4R antag cAMP: -1; aDG glyco act: 0.0; ABHD5-PLIN5 inh: -17; ABCB6 inh MLPCN: 104; hiPSC survival: -1.5

What do the screens show for `O=P(c1ccccc1)(c1ccccc1)c1nc(-c2ccccc2)oc1N1CCOCC1`?
Cardio protect: 3; N-glyco inh: -1; MC4R barr agon: 0.5; m5-HT2A agonist: 3; Exocytosis inh: -2; MC4R antag cAMP: -2; aDG glyco act: -0.1; ABHD5-PLIN5 inh: 0; ABCB6 inh MLPCN: 97; hiPSC survival: 0.0

Results for COc1ccc(Cl)cc1C(=O)NNC(=O)c1csc(N2CCOCC2)n1 ?
Cardio protect: 8; N-glyco inh: 2; MC4R barr agon: -1.0; m5-HT2A agonist: -6; Exocytosis inh: -3; MC4R antag cAMP: 7; aDG glyco act: 0.2; ABHD5-PLIN5 inh: 4; ABCB6 inh MLPCN: 99; hiPSC survival: -0.3

What do the screens show for `Cc1cc2c(c(SCC(=O)NCCc3ccccc3)n1)C(=O)OC2`?
Cardio protect: 21; N-glyco inh: -1; MC4R barr agon: 0.3; m5-HT2A agonist: -1; Exocytosis inh: 0; MC4R antag cAMP: 12; aDG glyco act: -0.3; ABHD5-PLIN5 inh: 4; ABCB6 inh MLPCN: 97; hiPSC survival: 4.4
